JMJD2A Tudor: qHTS Assay for Inhibitors of JMJD2A-Tudor Domain; Lysine-specific demethylase 4A (Homo sapiens), O75164; AlphaScreen JMJD2A-Tudor / H3K4me3 peptide binding; Potency, µM (top dose mostly 114 µM), without a hit: top-dose activity change, negative = inhibition, usual class: inhibitors; 390,000 compounds, 4.4% hits; further: on the % scale 0 is the no-effect control and ±100 the full control effect; nearly all actives have a fitted effect of over 50% in size
ERG Ets-DNA blk: qHTS for Small Molecule Inhibitors of the ERG Ets/DNA interaction; Transcriptional regulator ERG (Homo sapiens), P11308; fluorescence polarization, His-ERG Ets domain / labelled DNA; Potency, µM (titrated, usually from 76.9 µM), for inactives: at the top dose FP activity, negative = inhibition, usual class: inhibitors; 370,000 compounds, 0.028% hits; AID 624246, 2012; active means well fitted inhibition curve with a large enough effect in the polarisation, with a control signal flat; inconclusive means small, poorly fitted or top-dose-only effect, or effect the other way, or a change in a side signal; inactive means no such curve, though single readings can be large or run the other way; the % refers to the polarisation;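 further: polarization taken with two DNA probes labelled with fluorescein and Texas red; % of control where 0% means no effect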
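His-tagged ERG Ets domain (1 uM in the protein solution; 300mM KCl, 50mM Tris-HCl, 1mM EDTA, 1mM DTT, pH 7.5) received compound, then a probe mix of 5 nM fluorescein-DNA and 100nM Texas-615-DNA. Fluorescence polarization was read for both dyes.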
Pin1 inh: qHTS Assay to Find Inhibitors of Pin1; Peptidyl-prolyl cis-trans isomerase NIMA-interacting 1 (Homo sapiens), Q13526; Pin1 FP peptide displacement, HiFluor488, 10 min; Potency, µM (doses to about 115 µM), without a hit: at the top dose activity, negative = inhibition, actives largely listed as inhibitors; 390,000 compounds, 0.009% hits; active means well fitted inhibition curve with a large enough effect in the polarisation, with a control signal flat, not every such curve was filed as active; inconclusive means small, poorly fitted or top-dose-only effect, or effect the other way, or a change in a side signal; inactive means no such curve, though single readings can be large or run the other way; the % refers to the polarisation; further: on the % scale 0 is the no-effect control and ±100 the full control effect
Target sequence (Q13526 whole entry, looked up): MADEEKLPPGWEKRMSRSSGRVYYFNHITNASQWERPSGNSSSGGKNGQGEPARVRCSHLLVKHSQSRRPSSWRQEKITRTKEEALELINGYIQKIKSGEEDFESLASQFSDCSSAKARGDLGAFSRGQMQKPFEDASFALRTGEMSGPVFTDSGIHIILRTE
TrxR1 inh: qHTS Assay for Inhibitors of Mammalian Selenoprotein Thioredoxin Reductase 1 (TrxR1): qHTS; 390,000 compounds, 1% hits; Thioredoxin reductase 1, cytoplasmic (Rattus norvegicus), O89049; AID 588453, 2011; Potency, µM (series often up to 114 µM), without a hit: at the top dose activity change, negative = inhibition, usual class: inhibitors; recombinant rTrxR1, NADPH fluorescence consumption, selenite substrate; further: on the % scale 0 is the no-effect control and ±100 the full control effect; nearly all actives have a fitted effect of over 65% in size
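Rat TrxR1 (90 nM in the dispensed reagent) was pre-reduced with 400 uM NADPH for 5 min at room temperature, then incubated with compound for 15 min. After 400 uM selenite was added, NADPH fluorescence (Ex 340/Em 450 nm) was followed for 8 min.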
PGK inhibitor: qHTS Assay to Find Inhibitors of Phosphoglycerate Kinase; Potency, µM (doses to about 57.5 µM), without a hit: top-dose activity change, negative = inhibition, hits mostly inhibitors; PGK/GAPDH coupled, Kinase-Glo luminescence, 60 min; Phosphoglycerate kinase, glycosomal (Trypanosoma brucei brucei), P07378; 380,000 compounds, 0.043% hits; further: on the % scale 0 is the no-effect control and ±100 the full control effect; nearly all actives have a fitted effect of over 60% in size
Target sequence (P07378 whole entry, looked up): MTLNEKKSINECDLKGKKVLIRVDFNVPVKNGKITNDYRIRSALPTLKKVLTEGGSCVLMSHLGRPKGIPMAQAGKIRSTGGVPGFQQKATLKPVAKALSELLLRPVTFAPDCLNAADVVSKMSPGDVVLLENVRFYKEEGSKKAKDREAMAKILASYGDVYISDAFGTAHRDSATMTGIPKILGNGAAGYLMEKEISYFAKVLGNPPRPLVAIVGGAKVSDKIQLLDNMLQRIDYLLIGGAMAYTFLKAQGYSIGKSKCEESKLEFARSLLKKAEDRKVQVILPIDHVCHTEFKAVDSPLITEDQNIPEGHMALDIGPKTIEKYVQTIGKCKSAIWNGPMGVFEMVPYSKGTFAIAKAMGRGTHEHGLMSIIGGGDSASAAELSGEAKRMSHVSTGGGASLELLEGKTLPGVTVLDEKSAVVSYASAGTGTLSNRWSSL
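Luminescent ATP detection (Kinase-Glo Plus) follows a 60-minute room-temperature incubation, with wells lacking PGK as controls. Buffer: 100 mM TEA (pH 7.6), 5 mM MgCl2, 0.01% Tween-20. Coupling enzyme GAPDH (100 nM final) supplies unstable 1,3-BPG in-well.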
HP1b chromo inh: HTS for Inhibitors of HP1-beta Chromodomain Interactions with Methylated Histone Tails; 390,000 compounds, 0.56% hits; Potency, µM (titrated, usually from 114 µM), for inactives: at the highest dose activity change, negative = inhibition, hits mostly inhibitors; AlphaScreen HP1-beta / biotin-H3K9me3 peptide binding; AID 540317, 2011; Chromobox protein homolog 1 (Homo sapiens), P83916; further: nearly all actives have a fitted effect of over 70% in size; inactives centre near 23
Target sequence (P83916 whole entry, looked up): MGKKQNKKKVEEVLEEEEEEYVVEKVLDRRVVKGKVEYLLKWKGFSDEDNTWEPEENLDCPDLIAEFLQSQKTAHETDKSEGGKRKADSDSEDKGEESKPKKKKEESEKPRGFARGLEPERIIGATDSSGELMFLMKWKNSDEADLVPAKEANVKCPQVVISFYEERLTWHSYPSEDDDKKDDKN
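HP1-beta protein (50 nM final) preincubated 30 min at room temperature with biotinylated H3(1-18)K9me3 peptide (50 nM) in PBS pH 7.4, 0.01% Tween-20, then compound added for 30 min. AlphaScreen streptavidin donor/nickel chelate acceptor beads (10 ug/mL final), 30 min dark, luminescence read.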
12-LOX inh: Primary qHTS assay for inhibitors of human arachidonate 12S-lipoxygenase (ALOX12): Round 2; Polyunsaturated fatty acid lipoxygenase ALOX12 (Homo sapiens), P18054; purified 12hLO, xylenol orange hydroperoxide absorbance; Potency, µM (titrated, usually from 108 µM), for the others: top-dose activity change, negative = inhibition, most hits filed as inhibitors; 580,000 compounds, 1.1% hits; further: on the % scale 0 is the no-effect control and ±100 the full control effect
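Hydroperoxide product was detected by ferrous iron/xylenol orange as the 573 to 405 nm absorbance ratio. Arachidonic acid at 40 uM (final) was turned over for 30 min at room temperature by 150 nM human 12hLO, pH 7.0 Hepes buffer, after 15 min compound preincubation.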
GLS inh: qHTS for Inhibitors of Glutaminase (GLS); Glutaminase kidney isoform, mitochondrial (Homo sapiens), O94925; GLS enzymatic activity, qHTS titration; Potency, µM (top dose mostly 45.5 µM), for inactives: at the highest dose activity change, negative = inhibition, hits mostly inhibitors; 410,000 compounds, 0.21% hits; further: on the % scale 0 is the no-effect control and ±100 the full control effect
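hKGA in 45 mM KH2PO4 pH 8.2, 0.02% Tween-20 with pin-transferred compounds; 1 mM L-glutamine (stock) plus glutamate oxidase/HRP/Amplex Red coupling added. Fluorescence read initially and after 30 min at RT.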
RGS4 inhibitor: Inhibitors of Regulator of G Protein Signaling (RGS) 4: qHTS | 390,000 compounds, 0.039% hits | AID 504845, 2011 | Transcreener GDP fluorescence polarization, RGS4-accelerated GTP hydrolysis | Potency, µM (series often up to 114 µM), for the others: top-dose activity change, negative = inhibition, usual class: inhibitors | Regulator of G-protein signaling 4 (Homo sapiens), P49798; further: on the % scale 0 is the no-effect control and ±100 the full control effect; nearly all actives have a fitted effect of over 75% in size; some results filed as inactive show a strong effect at the top dose
Target sequence (P49798 whole entry, looked up): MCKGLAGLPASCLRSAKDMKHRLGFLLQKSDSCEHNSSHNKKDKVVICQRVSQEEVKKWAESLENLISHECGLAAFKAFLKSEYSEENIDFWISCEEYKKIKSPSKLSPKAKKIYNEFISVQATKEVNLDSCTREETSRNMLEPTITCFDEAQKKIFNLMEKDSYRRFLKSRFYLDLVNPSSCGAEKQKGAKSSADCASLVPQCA
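MLSMR compounds (23 nl, pin-transferred) preincubated 10 min at room temperature with a 500nM (2x) first reagent, then RGS4 at 900nM (2x) plus Transcreener GDP mix added; fluorescence polarization (620/688 nm) read before and after 90 min at 30 °C.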
An asterisk follows results filed as active; i = inactive; ? = inconclusive; · = not tested or not shown; & = joins results of further samples; [ ] = remark or other dose. Unless noted, the call rests on the fitted dose curve; in most records, active means well fitted curve in the direction sought with a large enough effect; inconclusive means small, poorly fitted or top-dose-only effect, or another doubt; inactive means no such curve, though single readings can be large; an effect the other way counts as inactive or inconclusive. Potency means the concentration at half of the fitted maximal effect. This is a subset, so the mix of outcomes need not match the whole.

SMILES	JMJD2A Tudor	ERG Ets-DNA blk	Pin1 inh	TrxR1 inh	PGK inhibitor	HP1b chromo inh	12-LOX inh	GLS inh	RGS4 inhibitor
C=CCn1c(O)c(N=NC(=S)Nc2ccccc2F)c2ccccc21	10µM*	-11.8%	1.7%	7.8%	i	?	-24.3%	9.3%	-28.8%
Cc1cccc(C(=O)Nc2nnc(S(=O)(=O)N3CCCCCC3)s2)c1	-21.4%	-1.7%	-0.7%	13.5%	-1.1%	57.6%[activator]	25.0%[57.4 µM]	11.5%	-41.5%
CC(=O)Nc1ccc(NC(=O)COc2c(C)cc(Br)cc2C)cc1	5.4%[57.1 µM]	0.2%	0.9%	19.4%	5.4%	42.2%[activator]	1.8%	-4.0%	9.5%
O=C(Nc1c(C(=O)O)[nH]c2ccccc12)NC1CCCCC1	-6.3%[57.1 µM]	-7.9%	-3.4%	28.3%[57.1 µM]	-1.1%	8.5%	0.0%	22.4%	1.2%[11.4 µM]
CC(=O)n1nc(-c2cccc(C)c2)nc1SCC(=O)Nc1ccccc1	-10.8%	-5.2%	34.1%[activator]	-6.5%	-6.2%	23.8%	0.0%	2.8%	21.1%
COc1ccc(OC)c(C2CC(c3c(-c4ccccc4)c4cc(Cl)ccc4[nH]c3=O)=NN2S(C)(=O)=O)c1 (configuration not stated)	8.4%	-6.5%	6.2%	13.5%	7.5%	24.7%	0.0%	1.4%	-24.7%
CC(=O)c1cccc(NC(=O)Cn2nc(-c3ccc(Cl)cc3)ccc2=O)c1	-14.2%	5.7%	4.3%	?	-8.7%	28.4%	-12.9%	4.9%	15.1%
CN1CC(=O)N2[C@H](c3ccc4c(c3)OCO4)c3[nH]c4ccccc4c3C[C@@H]2C1=O	-9.4%	12.7%	0.6%	0.5%	i	28.9%	0.3%	-7.4%	4.7%
COC(=O)C1C2CC(C(Br)C2Br)C1C(=O)O (configuration not stated)	-13.8%	2.1%	-7.0%	10.7%	-1.6%	33.8%[activator]	-18.2%	-7.4%	-10.1%
Cc1cc(C)n(CC(O)COc2cccc(OCC(O)Cn3nc(C)cc3C)c2)n1 (configuration not stated)	3.9%	-3.4%	0.9%	8.1%[57.1 µM]	3.2%	18.4%	0.0%	-0.4%	3.4%
O=C(NC1CCN(Cc2nnnn2CCc2ccccc2)CC1)c1ccccc1F	-6.2%	-10.6%	3.7%	3.1%	1.3%	25.0%	0.0%	-1.2%	-22.2%
CN=C1C([N+](=O)[O-])=CC=C2C1=NC1(CCCCC1)N2O	-24.6%	5.3%	-0.5%	-14.2%	-6.6%	-25.1%	-31.7%	-1.3%	6.5%
Nc1cccnc1-n1nc(C(F)(F)F)cc1C(F)(F)F	9.3%	-0.1%	3.1%	19.2%[57.1 µM]	-1.6%	18.7%	0.0%	-5.6%	-3.3%
Cc1nc2sc3c(c2c(=O)n1/N=C/c1cccnc1)CCCC3	-28.1%	4.0%	-3.0%	20.7%[57.1 µM]	-9.8%	10.8%	-4.0%	0.0%	-2.5%
CCCC(c1nnnn1C1CCCCC1)N1CCN(C2CCCC2)CC1 (configuration not stated)	-32.8%	1.7%	-2.2%	4.6%[57.1 µM]	0.8%	10.8%	?	10.9%	-19.0%
Cc1ccc(S(=O)(=O)NCc2ccccc2)cc1	-8.3%	-2.0%	-9.2%	4.5%&15.6%	2.6%	52.6%[activator]	-27.2%&0.0%	10.7%	22.3%
O=C1C2C3C=CC(C4CC34)C2C(=O)N1/N=C/c1cccs1 (configuration not stated)	3.2%[57.1 µM]	0.3%	-0.6%	17.0%	2.9%	14.4%	8.4%	3.8%	-6.0%
CC(C)Sc1ncc(Cl)c(C(=O)Nc2nnc(C(C)C)s2)n1	-16.0%	-3.0%	-14.8%	15.1%	-0.3%	30.1%	7.2%	2.9%	2.8%
COc1ccc(OC)c(C(c2nnnn2CCc2ccccc2)N2CCN(c3ccccc3)CC2)c1 (configuration not stated)	-35.3%	0.1%	-5.0%	10.5%	-0.8%	-18.4%	0.0%	12.2%	-30.4%
O=S(=O)(c1cccs1)N1CCN(CC(O)COc2cc(Cl)ccc2Cl)CC1 (configuration not stated)	-20.9%	3.1%	-0.5%	9.2%	-12.7%	51.1%[activator]	0.1%	2.4%	-47.6%
Cc1cc(C)n(-c2ccc(C(=O)NCc3cccs3)cc2)n1	8.3%	-3.0%	-1.4%	-8.5%	-6.2%	31.8%	0.0%	0.1%	-8.7%
O=c1[nH]c(CN2CCN(Cc3ccc4c(c3)OCO4)CC2)nc2ccccc12	-22.5%	0.1%	1.1%	-14.7%	4.7%	27.8%	57.4%[activator]	6.9%	19.2%
O=C(CCCOc1cccc(Br)c1)NCCOc1ccccc1	52.8%[activator]	3.4%	2.5%	31.9%[57.1 µM]	-0.4%	56.3%[activator]	-13.0%	-7.3%	4.1%
CSc1ccccc1NC(=O)c1ccc([N+](=O)[O-])cc1	-32.9%	-1.2%	-0.4%	10.4%[57.1 µM]	i	?	?	-28.2%	?
O=C(NCc1ccc(F)cc1)C1CCC(CNS(=O)(=O)c2cccs2)CC1 (configuration not stated)	-35.8%	0.3%	26.7%	21.9%[57.1 µM]	-2.2%	8.3%	-14.6%	7.9%	-4.9%
CCN1CCN(c2nc(-c3cccs3)nc3ccccc23)CC1	-1.4%	12.0%	-3.9%	-8.4%	-4.0%	36.9%	-5.8%	1.3%	8.1%
CCOC(=O)N1CCC(NC(=O)CC(NS(=O)(=O)c2ccc(Cl)cc2)c2ccco2)CC1 (configuration not stated)	-17.2%	-3.6%	-8.5%	-10.2%	5.8%	19.3%	0.0%	4.4%	35.9%
COc1cccc(NC(=O)CN(C)C(=O)c2cc(-c3ccco3)nc3ccccc23)c1	17.8µM*	-1.5%	15.4%	-29.0%[57.1 µM]	-16.5%	?	?	-11.4%	-31.5%
CCOC(=O)c1c(NC(=O)C(C)Oc2ccccc2F)sc(C(C)=O)c1C (configuration not stated)	-3.1%	-0.5%	-0.8%	12.2%	-10.1%	36.9%[activator]	0.1%	-6.5%	-6.0%
CN(C)C(=O)c1ccc(Oc2ccc(C(=O)N(C)C)cc2)cc1	-6.3%	0.2%	2.0%	14.3%	-1.0%	19.2%	18.1%	-1.7%	11.7%
O=C(Cn1nnc(-c2ccccc2Cl)n1)N1CCN(S(=O)(=O)c2ccc(Cl)cc2)CC1	-5.5%	-7.8%	9.2%	11.5%	0.2%	18.2%	-4.3%	16.6%	15.1%
COc1ccc(-c2nc(-c3ccccn3)ncc2S(C)(=O)=O)cc1	-16.2%	-1.6%	-3.0%	-2.3%[57.1 µM]	-1.3%	34.1%[activator]	6.1%	-0.4%	-21.9%
O=C1CC(NC(=O)c2ccc(Cl)cc2)C(=O)N1 (configuration not stated)	-1.0%	-9.7%	-5.0%	27.0%	-6.1%	36.1%	0.0%	-5.6%	-3.7%
Cc1cccc(NC(=O)C2CCN(S(=O)(=O)c3ccc4c(c3)CCCN4C(=O)C3CCC3)CC2)c1	-21.6%	3.5%	18.1%	27.1%[57.1 µM]	-1.8%	9.0%[57 µM]	3.8%	1.7%	1.0%
CCc1ccccc1-n1c(N)c(C(=O)OC)c2nc3ccccc3nc21	14.5%	7.5%	-1.2%	88.2%[activator]	0.2%	34.4%[activator]	-24.5%	0.0%	11.0%
O=c1[nH]c(SCc2ccccc2)nc2[nH]ncc12	-1.3%	0.3%	-1.6%	4.1%[57.1 µM]	12.9%	28.0%	-0.4%	20.5%	16.7%
CCN1CCN(CCCNC(=O)c2ccc(CS(=O)c3ccc(Br)cc3)o2)CC1 (configuration not stated)	-1.4%	-5.3%	-1.1%	8.0%	-4.8%	46.7%[activator]	8.7%	-2.5%	-8.7%[56.9 µM]
CCC(OC(=O)c1ccco1)C(=O)NCc1ccc2c(c1)OCO2 (configuration not stated)	-4.2%	5.6%	0.4%	24.1%	i	-13.4%	-13.5%	-13.8%	10.3%
CCOC(=O)C1CCN(C(=O)CN2C(=O)C(CC)Oc3ccccc32)CC1 (configuration not stated)	-12.8%	·	-0.3%	12.5%	-0.9%	72.4%[activator]	2.0%[57.4 µM]	-0.2%	-19.3%

Bioassay records deposited in PubChem BioAssay by National Center for Advancing Translational Sciences (NCATS).
